All columns: NCI-60 one-dose screen, growth in % after 48 h at 10 µM unless noted; 100 = growth as untreated, 0 = no growth, -100 = all killed.
KM12 – KM12 colon cancer cells | 5% of 82,000 active
PC-3 – PC-3 prostate cancer cells. 3.9% of 80,000 active
SNB-19 – SNB-19 CNS cancer cells | 2.5% of 81,000 active | AID 1794751
SNB-75 – SNB-75 CNS cancer; 5% of 79,000 active; AID 1794750
HCC-2998 – HCC-2998 colon cancer; 4.7% of 79,000 active
SF-539 – SF-539 CNS cancer | 6.8% of 81,000 active | AID 1794752
HT29 – HT29 colon cancer; AID 1794748; 7.4% of 81,000 active
DU-145 – DU-145 prostate cancer. AID 1794760. 4.2% of 81,000 active
SW-620 – SW-620 colon cancer | 5.2% of 82,000 active
* hit, by the source's call; . = no result given; & = joins results of further samples; ! = repeats disagree. Rule for the calls: active = growth percent below 10; inactive = the rest.

SMILES	KM12	PC-3	SNB-19	SNB-75	HCC-2998	SF-539	HT29	DU-145	SW-620
O=C(CC(c1ccc(Br)cc1)c1cccc2ccccc12)c1ccc(Br)cc1 (centres undefined)	100	89	93	105	91	95	75	108	95
COc1cccc(Cn2cc3c(c2-c2ccccc2)CCc2cnoc2-3)c1OC	78	59	88	92	97	90	70	101	77
CC(=O)c1ccc(Nc2nc(SCC(=O)Nc3nc4ccc(C)cc4s3)nc(-c3ccccc3)c2C#N)cc1	84	74	80	54	90	33	49	73	63
C=CCOC(=O)COc1ccc(Cl)cc1Cl	98	96	99	92	118	.	93	107	101
CCCCN(CCCC)C(C)=O	109	101	102	92	116	89	100	120	105
Nc1ccc(NC(=O)c2cc(Cl)ccc2O)c(Cl)c1	99&101	105&95	101&102	88&79	111&113	103&95	110&113	111&108	105&100
NC(=O)N/N=C/c1ccc(Cl)cc1	102	99	102	116	99	101	83	105	102
CC(=O)Nc1cccc(Nc2nc(NCc3ccccc3)c3ccccc3n2)c1	-66*	-73*	-98*	-94*	-99*	-98*	-86*	-94*	.
CC(=O)Nc1ccc(-c2nc3cc(-c4ccc(O)cc4)ccc3n2C)cc1	58	75	69	44	59	49	54	55	66
CCCCN1C(=O)c2cccc3c(-c4ccc5c(c4)ncn5C4CCCCC4)ccc(c23)C1=O	92	94	106	92	102	101	84	101	107
O=C(Nc1ccccc1O)c1ccc(CNc2ccnc(C(F)(F)F)c2)cc1	63	58	68	56	100	39	76	59	73
O=C1c2ccccc2C(=O)c2c1cccc2N1CCCC1	86	82	82	56	106	81	84	102	100
CC1=NN(c2ccc(S(=O)(=O)O)cc2)C(=O)C1N=Nc1ccc(-c2ccc(N=Nc3ccc(O)c(C(=O)O)c3)c(C)c2)cc1C (centres undefined)	101	90	98	66	106	96	.	117	101
Nc1cc(-c2cccc(OC(F)(F)F)c2)nc2ccc(N3CCCC3)cc12	3.2*!	18&22&21	23&30&31	35&30	-34*	-29*	-8.9*	5.9*!	22&32&27
COc1ccc(-c2nnc(-c3ccc4c(c3)nc(-c3ccc(OC)cc3)n4C3CCCCC3)o2)cc1	95	84	114	89	108	103	61	99	107
C[C@H]1O[C@@H](O[C@H]2[C@@H](O)C[C@H](O[C@H]3[C@@H](O)C[C@H](O[C@H]4CC[C@]5(C)C6CC[C@]7(C)[C@@H](C8=CC(=O)OC8)CC[C@]7(O)C6CC[C@@H]5C4)O[C@@H]3C)O[C@@H]2C)C[C@H](O)[C@@H]1O (some centres undefined)	-100*	-24*	-100*	-81*	-91*	-95*	-90*	-100*	-100*
CC1(C)CC(=O)C2=C(C1)Oc1nc(N)c(C#N)c(N)c1C2c1ccc(F)cc1 (centres undefined)	109	113	113	101	132	87	100	96	101
COc1cc(-c2nn(-c3cccc(F)c3)cc2CO)ccc1O	101	89	94	98	106	102	92	108	108
CCCCn1ccnc1	104	89	105	101	102	100	108	108	108
COC1=NCN=C2SC=C(N)N=C12	101	92	89	92	120	88	102	114	99
S=c1nc[nH]c2c1ccc1[nH]cnc12	105	93	104	117	.	.	87	113	103
Cc1cccc(C(=N)c2ccccc2Cc2ccccc2)c1C	98	84	90	78	106	104	88	112	89
COc1cc2c(cc1OCCCOc1cc3c(cc1OC)C(=O)N1CCC[C@H]1C=N3)C=CC(C)(C)O2	109	79	86	94	100	126	100	.	18
Cn1c(N)c(C(=O)/C=C/c2ccccc2)c(=O)n(C)c1=O	118	106	107	74	99	103	119	117	121
Cc1ccc(Nn2c(SCC(=O)Nc3nc4ccccc4s3)nc(C)c2C)cc1	93	76	98	71	111	77	83	103	108

Gathered by group: the compounds so far with a carbonyl joined to an NH by a bond outside any ring.
SMILES	KM12	PC-3	SNB-19	SNB-75	HCC-2998	SF-539	HT29	DU-145	SW-620
CC(=O)c1ccc(Nc2nc(SCC(=O)Nc3nc4ccc(C)cc4s3)nc(-c3ccccc3)c2C#N)cc1	84	74	80	54	90	33	49	73	63
Nc1ccc(NC(=O)c2cc(Cl)ccc2O)c(Cl)c1	99&101	105&95	101&102	88&79	111&113	103&95	110&113	111&108	105&100
NC(=O)N/N=C/c1ccc(Cl)cc1	102	99	102	116	99	101	83	105	102
CC(=O)Nc1cccc(Nc2nc(NCc3ccccc3)c3ccccc3n2)c1	-66*	-73*	-98*	-94*	-99*	-98*	-86*	-94*	.
CC(=O)Nc1ccc(-c2nc3cc(-c4ccc(O)cc4)ccc3n2C)cc1	58	75	69	44	59	49	54	55	66
O=C(Nc1ccccc1O)c1ccc(CNc2ccnc(C(F)(F)F)c2)cc1	63	58	68	56	100	39	76	59	73
Cc1ccc(Nn2c(SCC(=O)Nc3nc4ccccc4s3)nc(C)c2C)cc1	93	76	98	71	111	77	83	103	108

The results go on:
SMILES	KM12	PC-3	SNB-19	SNB-75	HCC-2998	SF-539	HT29	DU-145	SW-620
O=C(Nc1ncc(Cc2ccc(Br)cc2)s1)C1=NCCCN1	105	101	102	97	116	99	102	113	97
N=C(N)N(Cc1ccccc1)c1ccccc1	103	76	100	76	106	89	94	110	100
O=C1NC(=S)S/C1=C/c1ccc(/C=C2/SC(=S)NC2=O)cc1	100	97	101	90	113	94	103	109	105
CCOC(=O)c1c(-c2ccc(C)cc2)c(C#N)c(=O)n(-c2cccc(C(F)(F)F)c2)c1N	100	110	89	76	107	97	111	108	101
COc1ccc(C2NC(=O)NC(C)=C2C(=O)OC(C)C)cc1O (centres undefined)	103	107	97	80	107	95	95	105	.
C[C@H]1[C@H](C)CC[C@]2(C)CC[C@]3(C)C(=CC[C@@H]4[C@@]5(C)CC[C@H](O)C(C)(C)[C@@H]5CC[C@]43C)[C@H]12	88	75	98	105	100	100	88	112	108
CCN(CC)S(=O)(=O)c1ccc(-c2nc(C(Cl)Cl)nc3cc(-c4ccc(F)cc4)nn23)cc1	9.8*	19	40	57	7.4*	18	4.8*	16	23
C#CCOCC(O)CCl (centres undefined)	131	130	97	127	.	107	93	149	105
Cc1cc(O)c2c(c1)C(CC(=O)O)N(Cc1ccc(C(=O)O)cc1)C1=C2C(=O)c2cccc(O[C@H]3C[C@H](O)[C@@H](O)C(C)O3)c2C1=O (some centres undefined)	104	101	110	106	104	96	104	103	115
CNC(=O)c1cc(Oc2cccc3nc(Nc4ccc(F)c(F)c4)ccc23)ccn1	66	37	61	43	91	59	62	84	58
Cc1cc(N)c2ccccc2[n+]1CCCCCCCCCC[n+]1c(C)cc(N)c2ccccc21	6.9*	8.0*!	13&21	-9.0*!	0.5*	-37*	-14*	-74*!	18&12
Cc1ccc(C2CC(c3ccc(NC(=O)Nc4ccccc4)cc3)=NN2c2ccc(S(C)(=O)=O)cc2)cc1 (centres undefined)	-2.3*	1.0*	4.8*	57	-81*	-97*	-56*	3.3*	-43*
Cc1ccc(Nc2cc(=O)[nH]c(N)n2)cc1C	113	93	107	86	111	98	115	112	102
Nc1ccc(S(=O)(=O)Nc2ccsc2-c2nc(-c3ccccc3)no2)cc1	34	53	69	55	79	76	12	76	30
CC(=O)Nc1cccc(OCCCOc2cccc([N+](=O)[O-])c2)c1	109	109	126	113	109	111	111	109	104
CC1=C(C(=O)OC(C)C)C(c2cccc(C#N)c2)C(C(=O)OC(C)C)=C(C)N1	93	70	93	79	101	99	102	102	101
O=[N+]([O-])c1cccc2ncccc12	108	93	113	106	104	105	110	110	103
Nc1ccc(Nc2ccc(N)cc2S(=O)(=O)O)cc1	99	100	97	116	104	106	129	106	94
CNC(=O)c1cc(Oc2ccc3c(c2)sc2nc(-c4cc(C(F)(F)F)cc(C(F)(F)F)c4)cn23)ccn1	70	45	63	23	74	52	39	68	65
N#CC1=C(N)CC(=O)N1c1ccc(NC(=O)c2ccccc2-c2ccccc2C(=O)O)cc1	107	93	98	102	103	99	105	106	104
CCCCSc1n[nH]c(=S)c2nc[nH]c12	111	113	106	89	110	111	106	118	117
CC(C)OC(=O)NNC(=O)c1ccncc1	115	104	105	91	119	97	110	111	98
Cc1ccc(O)c[n+]1[O-]	100	92	100	86	106	91	100	106	118
COc1ccc(/C=C2\Oc3cc(OCC(=O)c4ccc([N+](=O)[O-])cc4)ccc3C2=O)cc1	98	.	.	177	61	98	179	113	106
O[C@H]1CO[C@H]2[C@@H]1OC[C@@H]2Oc1ccc(Nc2ncnc3ccsc23)cc1Cl	99	99	103	100	99	88	103	106	103

The listing continues:
SMILES	KM12	PC-3	SNB-19	SNB-75	HCC-2998	SF-539	HT29	DU-145	SW-620
COc1cc(/C(C)=C(\c2ccc(Cl)cc2)c2ccc(OCCN(C)C)cc2)ccc1F	44	58	88	65	25	72	5.9*	68	50
OCc1ccncc1	100	106	107	94	112	100	106	106	100
CC(C)(C)n1cc(-c2ccnc(NCCCNS(=O)(=O)c3ccc(Br)cc3)n2)c(-c2ccc(Cl)c(O)c2)n1	74	37	97	84	101	90	61	83	98
Cc1c(C(=O)C(SC(=S)N2CCCCC2)SC(=S)N2CCCCC2)nnn1-c1ccc([N+](=O)[O-])cc1	94	93	100	101	103	101	103	108	95
O=C(O)C1C2CC(C(Br)C2Br)C1C(=O)O (centres undefined)	117&99	97&89	102&110	97&85	105&104	111&114	88&103	109&120	102&95
NCCS	107	104	.	.	75	.	111	115	107
O=C(O)c1ccccc1C(=O)c1cc(Cl)cc(Cl)c1O	111	90	105	.	104	98	104	112	123
CSc1nc2nc3c(c(-c4ccc(Cl)cc4)c2c(=O)n1C)CCC/C3=C\c1ccc(Cl)cc1	105	70	91	84	102	101	87	105	98
Cc1cc(O)c(C(C)C)cc1NC(=O)Nc1cc(Cl)ccc1Cl	96	70	99	87	113	102	112	98	99
c1ccc(C2c3ccccc3C(c3ccccc3)(c3ccccc3)c3ccccc32)cc1	99	102	90	110	106	108	96	116	100
CCOC(=O)C1=C(C)NC(C)=C(C(=O)OCC)C1c1cccc([N+](=O)[O-])c1	91	89	96	87	106	118	104	93	109
CC(=O)/C(=C/c1ccc(Cl)cc1)C(=O)c1ccccc1	.	69	91	82	99	101	79	100	61
C/C(=C\CCc1ccoc1)CC/C=C(\C)CCCCCC/C(C)=C/CC/C(C)=C/CCc1ccoc1	106	101	97	95	.	94	112	109	106
CSc1ncnc(N)c1N	108	97	116	138	94	106	94	118	105
O=C(Nc1cccc(Cl)c1)c1ccc2c(c1)nc(-c1ccccc1)n2C1CCCCC1	65	86	98	72	89	79	54	99	102
c1cc2c3c(cccc3c1)NC(Cc1nc3ccccc3s1)=N2	96	75	92	83	111	99	97	109	95
Cc1nc(Nc2ncc(C(=O)Nc3c(C)cccc3Cl)s2)cc(N2CCN(CCCNC(=O)COc3ccc(C4CCC(=O)NC4=O)cc3)CC2)n1 (centres undefined)	82	44	48	.	114	7.7*	-14*	42	118
CN(C)CC(O)CN1c2ccccc2Sc2ccc(Cl)cc21 (centres undefined)	.	76	91	.	100	100	75	.	99
CCCC(=O)c1cc(O)c(O)cc1O	107	97	98	86	105	101	110	118	103
COc1cnc2c(c1)C(=O)c1c-2n(CCCNCCO)c(=O)c2ccncc12	7.0*	7.0*	7.5*	12	26	-15*	3.2*	3.5*	9.9*

Source: PubChem (NCI)
